Screening data deposited in PubChem BioAssay by several laboratories.
PhoP inhibition: inhibitors of PhoP regulon expression, primary screen, Salmonella Typhimurium, GFP reporter (AID 1863); S. Typhimurium PhoP-regulated promoter GFP reporter, 4 h; higher % means a stronger effect; inhibition, % at 50 µM; hits with a dose series show IC50 in µM; actives 0.16% (n = 300,000);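 active = inhibition over 29.93%, a cutoff 3 SD above the screen mean, later confirmed by dose response; inconclusive = inhibition over 29.93% but no dose response follow-up; inactive = inhibition at most 29.93% or unconfirmed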;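 also: 0% = low Mg2+ inducing control and 100% = high Mg2+ repressing control; strong numbers were not always called active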
bCat nuc transl: modulators of beta-catenin nuclear translocation, primary screen, imaging, HeLa cells, immunofluorescence, high-content. actives 0.3% (n = 190,000). nuclear translocation activity, % at 5 µM. AID 1665, 2009;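 active = nuclear translocation activity above 50% at 5 µM, with a well cell count of 50 or more; inconclusive = wells under 50 cells across six images, flagged as toxic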;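 also: per-cell ratio of nuclear to cytoplasmic median beta-catenin stain intensity; plate controls were DMSO negative control for no effect and GSK-3 inhibitor IX positive control for full effect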
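Assay system: human HeLa cells, native beta-catenin; doses: 5 µM primary, 0.02–20 µM confirmation; incubation: compound treatment 24 h, 37°C, 5% CO2; technique: fluorescence imaging of beta-catenin antibody stain plus DAPI; measure: % activation, nuclear-to-cytoplasmic median beta-catenin signal ratio per cell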
WT yeast gro inh: growth inhibition of WT strain, primary screen, mitochondrial fusion inhibitor project, WT and mutant strains, chemical genetic; mitochondrial fusion phenotypic screen; inhibition, % at 10 µM; actives 2.1% (n = 190,000); AID 1362, 2008; in the data active = inhibition above about 58%; tested in S. cerevisiae
Rac1 GTP hydrolysis: MgcRacGAP GTPase-activating activity inhibitors, confirmation, biochemical, ADP Hunter fluorescence. Rac GTPase-activating protein 1 (Homo sapiens). actives 0.6% (n = 340,000). MgcRacGAP-stimulated Rac1 GTP hydrolysis, ADP Hunter fluorescence; higher % means a stronger effect; GST-tagged Rac1 F28L mutant substrate. one-dose inhibition, % at 30 µM; IC50 in µM for titrated hits;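 active = first-screen hits whose inhibition reached a set limit at any dose in the follow-up dose series; inconclusive = inhibition above the set first-screen limit but never retested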;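 also: fluorescence reports GDP produced by GAP-driven GTP hydrolysis; strong numbers were not always called active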
T cell modulator: modulators of CD8 T cell-vesicle binding, primary screen, mouse 2C CD8+ T cells, flow cytometry. calls only at 7 µM. actives 0.068% (n = 330,000). AID 2052, 2009. 2C CD8+ T cell-vesicle binding; stronger effect = lower value;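 active = response, share of CD8 T cells binding vesicles, and their 90th percentile fluorescence all below set limits, cut at about 80% in these data, passing the limit was not always enough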
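Benchmarks: naked versus QL9-loaded vesicles / Assay system: purified 2C TCR transgenic mouse naive CD8+ T cells / Technique: high-throughput flow cytometry with anti-B7-1 and anti-CD8 staining / Timing: Cell–vesicle co-incubation 1.5 h at 37 °C, staining 20 min on ice / Read-out: percent CD8+ FL2 mean versus row control / Probe or stimulus: QL9-loaded Drosophila micro-vesicles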
Myeloid diff MLP: induction of myeloid progenitor differentiation, primary screen, cell-based, flow cytometry, MLPCN library. ER-HoxA9 myeloid progenitors, lysozyme-GFP differentiation. calls only at 10 µM. actives 1% (n = 360,000);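 active = normalized GFP-positive differentiation at or above the plate's own cutoff, the solvent-only control mean plus 3 SD; inconclusive = no clear call, values can overlap the other calls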;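 also: cells exposed to compound for four days before flow analysis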
Large T inhibition: SV40 large T antigen inhibitors, biochemical (AID 1903) | actives 0.39% (n = 310,000) | inhibition, % at 20 µM, or IC50 in µM where a hit was titrated | SV40 large T antigen ATPase/helicase inhibition assay; higher % means a stronger effect; in the data active = a potency from the dose series; inconclusive = inhibition mostly from about 32% at the one dose, without a potency; inactive = the rest, 99 in 100 with inhibition below about 32%; also: strong numbers were not always called active
RSV CPE inhibition: RSV antiviral activity via CPE protection, HEp-2 cells, primary 10 µM value included (AID 2391); HEp-2 cells, RSV-induced CPE inhibition; higher % means a stronger effect; one-dose CPE inhibition, % at 10 µM; IC50 in µM for titrated hits; actives 0.13% (n = 310,000); in the data active = a potency from the dose series; inconclusive = CPE inhibition mostly from about 23% at the one dose, without a potency; inactive = the rest, 99 in 100 with CPE inhibition below about 21%; also: strong numbers were not always called active
West Nile virus CPE: West Nile virus antiviral activity, cell-based, CPE readout (AID 1621); West Nile virus-infected cells, CPE inhibition; higher % means a stronger effect; actives 0.02% (n = 290,000); one-dose CPE inhibition, % at 10 µM; IC50 in µM for titrated hits; in the data active = a potency from the dose series; inconclusive = CPE inhibition mostly from about 3.7% at the one dose, without a potency; inactive = the rest, 99 in 100 with CPE inhibition below about 2.2%; also: strong numbers were not always called active
WT yeast gro inh mutant strain: recorded beside WT yeast gro inh, whose call it bears; inhibition, %; mitochondrial fusion phenotypic screen, mutant strain inhibition
bCat nuc transl cell count 5 µM: second read-out of bCat nuc transl, no call of its own (marks repeat the call); cell count; measured here: cell count, cytotoxicity flag
T cell modulator vesicle-bound %: also measured in T cell modulator; calls as there; double positive events, %; measured here: CD8+ vesicle-bound cell fraction;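 binding gate set so that unloaded-vesicle control wells show 10% double positive cells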
Myeloid diff MLP GFP+ MAC1+ %: second read-out of Myeloid diff MLP, no call of its own (marks repeat the call); GFP+ MAC1+ double positive, %; measured here: differentiation confirmed by MAC1 staining
An asterisk follows results filed as active; i = inactive; ? = inconclusive; . = no result given; + = active, no number.

SMILES	PhoP inhibition	bCat nuc transl	bCat nuc transl cell count 5 µM	WT yeast gro inh	WT yeast gro inh mutant strain	Rac1 GTP hydrolysis	T cell modulator	T cell modulator vesicle-bound %	Myeloid diff MLP	Myeloid diff MLP GFP+ MAC1+ %	Large T inhibition	RSV CPE inhibition	West Nile virus CPE
COc1ccc(NC(=O)c2csc(Cc3ccccc3)n2)cc1	20%	-5.0	1225	52	47	4%	i	15	i	0.9	3%	6.3%	0.2%
COc1ccc2cc(C(c3nnnn3C3CCCC3)N3CCOCC3)c3nnnn3c2c1 (centres undefined)	2%	-1.3	1579	24	0	1%	i	64	i	0.6	2%	1.8%	-1.1%
O=C(CCC(=O)Nc1ccccc1)NNC(=O)CCc1ccccc1	8%	0.2	1070	4	9	8%	i	55	i	0.3	-2%	-1.7%	-0.1%
O=S(=O)(O)CCN1CCOCC1	4%	0.0	913	-7	-15	4%	i	38	i	0.4	-1%	-0.9%	0.1%
Fc1ccc(OCc2nc(-c3cccs3)no2)cc1	0%	0.2	1544	-7	4	4%	i	44	i	0.3	-3%	5.7%	1.2%
Cn1nc(CC(=O)NC2CCCCCCCCCCC2)c2ccccc2c1=O	-1%	2.6	1294	1	8	5%	i	19	i	0.4	12%	4.7%	.
CCOC(=O)C1CCN(C(=O)COC(=O)CNC(=O)c2sc3ccccc3c2Cl)CC1	.	.	.	.	.	7%	i	24	i	0.3	.	2.3%	.
Cc1ccc(/C=C(\NC(=O)c2ccccc2)C(=O)NCCc2ccccn2)o1	-4%	0.4	935	-4	-4	2%	i	30	i	0.2	6%	1.9%	-0.1%
CC(=O)c1cccc(NC(=O)CC2Oc3ccc(C)cc3NC2=O)c1 (centres undefined)	-4%	.	.	-19	-16	2%	i	26	i	1.1	8%	2.9%	-0.5%
CN(C)/C=C/C(=O)c1ccncc1	9%	-3.9	1150	-11	0	2%	i	47	i	0.4	3%	-0.7%	0.6%
O=C(C(=O)c1cccnc1)c1cccnc1	13%	-0.7	1356	.	.	4%	i	40	i	0.9	9%	.	0.6%
CCOc1ccc(-n2cnc3sc(C)c(C)c3c2=O)cc1	4%	.	.	.	.	-1%	i	55	i	0.1	5%	4.5%	-1.1%
COc1ccc(CCNC(=O)c2nnc(Cc3ccc(Cl)cc3)o2)cc1OC	18%	.	.	-7	-9	4%	i	47	i	4.2	1%	3.2%	-0.4%
COc1ccc(OC)c(C2C(C(=O)Nc3nc4ccccc4s3)=C(C)NC3=C2C(=O)CCC3)c1 (centres undefined)	-4%	1.3	1327	-10	2	4%	i	23	i	1.7	-6%	9.8µM*	2.7%
CCOCCCNC(=S)N(CCN(C)C)Cc1cc2cc3c(cc2[nH]c1=O)OCCO3	4%	.	.	.	.	14%	i	5	i	0.7	8%	0.1%	0.8%
C=CCN1C(=O)c2ccc(C(=O)OCC(=O)Nc3ccccc3OC)cc2C1=O	.	.	.	.	.	4%	i	44	i	0.7	.	2.8%	.
O=C(Nc1nnc(SCc2cccc(F)c2)s1)c1ccco1	-4%	-2.6	1037	-9	0	3%	i	29	i	0.2	19%	-0.9%	-0.2%
Cc1ccc(Nc2cc(C)nc3c(C)ccc([N+](=O)[O-])c23)cc1	8%	5.6	1324	65*	57*	0%	i	58	+	8.4*	7%	?	-2.2%
Cc1ccc(NC(=O)/C(C#N)=C(\N)C(Cl)(Cl)Cl)nc1	1%	1.7	1072	-23	1	10%	i	13	i	0.5	8%	?	0.2%
COc1ccc2c(c1)CCC1C2=NN(/C(C)=C\C(C)=O)C1c1ccc(F)cc1 (centres undefined)	-5%	-0.1	1361	14	16	13%	i	58	i	1.5	1%	?	-0.6%
COc1cc(C2C3C(=O)N(c4ccc(F)cc4)C(=O)C3ON2c2ccccc2)ccc1O (centres undefined)	17%	2.7	1371	5	-9	-3%	i	37	i	1.3	.	0.5%	0.6%
Cc1nc2c(C)cccc2cc1C(=O)N/N=C/c1cccnc1	0%	.	.	-19	-21	3%	i	54	i	0.2	14%	3.5%	-0.1%
Cc1ccc(NC(=O)CCCCCN2C(=O)[C@@H]3Cc4ccccc4CN3C2=O)c(C)c1	-4%	.	.	.	.	7%	i	8	i	1.6	27%	19%	-0.9%
O=C(CCC(=O)c1cccs1)NCc1cccnc1	11%	1.3	1085	3	-4	1%	i	33	i	0.3	-5%	0.3%	0.2%
NC1=NC[C@@H](Cc2ccc(O)cc2)N1CCc1cc(C(F)(F)F)cc(C(F)(F)F)c1	14%	0.8	1122	.	.	2%	i	49	i	2.9	5%	-1.1%	-0.4%
O=C(Nc1cccc(-c2nnc(-c3ccccc3)o2)c1)C1CCCO1 (centres undefined)	-5%	.	.	3	10	9%	i	67	.	.	1%	2.9%	-0.1%
COc1ccc(CN2C(=O)c3ccccc3C2C(=O)NC2CCCCCC2)c(OC)c1 (centres undefined)	2%	2.2	1105	-1	9	8%	.	.	i	0.4	4%	.	-1.3%
Cc1ccccc1NC(=O)CCN1CCN(CCO)CC1	-8%	.	.	.	.	5%	i	47	i	0.1	-1%	0.1%	2.8%
Cc1ccc2c(c1)C(c1ccccc1)N(C(=O)c1ccc(Br)cc1)CC(=O)N2 (centres undefined)	-2%	.	.	.	.	4%	i	33	i	0.2	1%	2.6%	0.3%
COc1ccccc1/C=C/C(=O)OCC(=O)Nc1cc(C(F)(F)F)ccc1N1CCOCC1	3%	-0.3	1082	1	1	8%	.	.	i	0.8	23%	.	-0.9%
CC(=O)C1=C(O)C(=O)N(CCc2c[nH]c3ccccc23)C1c1ccc(O)cc1 (centres undefined)	8%	-1.8	949	-14	-13	11%	i	8	i	0.8	2%	2.3%	0.5%
O=C(CC12CC3CC(CC(C3)C1)C2)N/N=C/c1ccc([N+](=O)[O-])o1	-10%	-1.1	1213	22	8	5%	i	40	i	0.5	0%	0.3%	.
Cn1c(=O)oc2cc(S(=O)(=O)N3CCCC(C(=O)N4CCn5c4nc4ccccc45)C3)ccc21 (centres undefined)	13%	-1.0	1132	9	5	.	.	.	.	.	0%	.	-0.1%
CCn1ccnc1CN(C)Cc1cn[nH]c1-c1ccc(OC)c(F)c1	-6%	3.0	1115	-8	1	11%	i	19	i	0.4	2%	0.0%	-1.0%
O=C(O)Cc1ccc(C(=O)CSc2ccccc2)s1	0%	0.7	1342	.	.	10%	i	38	i	0.7	20%	.	0.0%
Cc1cc(C2=NNC(=NCCc3ccccc3)SC2)c(C)n1-c1c(C)n(C)n(-c2ccccc2)c1=O	-2%	-0.2	1304	.	.	13%	i	24	i	0.5	18%	-1.4%	0.0%
O=C(COC(=O)CCC(=O)c1cccs1)Nc1ncc(Cl)cc1Cl	-5%	-0.7	1104	3	22	2%	i	42	i	0.3	12%	0.9%	-0.5%
COc1cc(CCC(=O)OCC(=O)NCC2CCCCC2)cc(OC)c1OC	0%	0.9	1012	-12	6	12%	i	31	i	1.4	12%	1.1%	0.0%
C/C(=N\NC(=O)c1cccc(C)c1)c1ccc(N2CCOCC2)cc1	2%	-3.5	1168	5	15	3%	i	21	i	0.9	9%	0.9%	.
COC(=O)c1nc2ccccc2s1	-4%	0.7	487	-9	2	2%	.	.	i	1.1	25%	0.1%	-0.5%
O=C(CSc1nnc2ccccn12)c1ccc2c(c1)OCCO2	9%	-1.1	1100	-23	-6	6%	i	42	i	0.9	9%	1.4%	0.4%
CC(C)Oc1ccc(CNC(=O)Cn2c(=O)oc3ccccc32)cc1	-2%	.	.	-8	-20	4%	i	40	i	1.5	7%	0.3%	-0.1%
CCC(C)NC(=O)c1cc(OC)c(OC)c(OC)c1 (centres undefined)	-7%	1.0	953	-2	8	0%	i	8	i	6.2	3%	-1.2%	0.3%
CCOC(=O)c1c2c(n(C)c1C)C(=O)C(=O)c1ccc(Br)cc1-2	.	.	.	.	.	7%	i	11	.	.	.	-2.2%	11%
OC(CNCc1ccccc1Cl)COc1ccc(F)cc1 (centres undefined)	0%	.	.	.	.	15%	i	22	i	0.5	7%	0.2%	-0.9%
COc1ccc(S(=O)(=O)N(C)c2ccc(C(=O)NCc3ccncc3)cc2)cc1	-2%	.	.	.	.	5%	i	45	i	1.2	12%	-0.6%	-0.3%
CC(NC(=O)c1cccc(S(=O)(=O)N2CCN(Cc3ccccc3)CC2)c1)c1ccc(Br)cc1 (centres undefined)	6%	.	.	.	.	10%	i	26	i	0.4	7%	6.2%	-0.1%
O=C(O)CCC(=O)NNC(=O)CCCOc1ccc(Cl)cc1Cl	-7%	-1.5	1193	10	23	8%	i	44	i	0.4	2%	-0.1%	-0.1%
Cc1cc(NC(=O)CN2CCC(n3nnc4cc(C(F)(F)F)ccc43)CC2)no1	15%	-2.1	1247	-5	3	2%	i	22	+	3.7*	1%	4.5%	-0.3%
N#Cc1nc(-c2ccco2)oc1N1CCc2ccccc2C1	8%	-6.9	1223	7	-8	1%	i	13	i	5.4	7%	8.4%	-0.6%
O=C(O)c1ccccc1-c1ccccc1C(=O)Nc1cccc(O)c1	-5%	-5.8	1157	-14	-9	6%	i	47	i	0.1	26%	-0.6%	0.5%

Sorted by heavy-atom count (largest number first): 3 of the compounds above
SMILES	PhoP inhibition	bCat nuc transl	bCat nuc transl cell count 5 µM	WT yeast gro inh	WT yeast gro inh mutant strain	Rac1 GTP hydrolysis	T cell modulator	T cell modulator vesicle-bound %	Myeloid diff MLP	Myeloid diff MLP GFP+ MAC1+ %	Large T inhibition	RSV CPE inhibition	West Nile virus CPE
CC(C)Oc1ccc(CNC(=O)Cn2c(=O)oc3ccccc32)cc1	-2%	.	.	-8	-20	4%	i	40	i	1.5	7%	0.3%	-0.1%
O=C(O)CCC(=O)NNC(=O)CCCOc1ccc(Cl)cc1Cl	-7%	-1.5	1193	10	23	8%	i	44	i	0.4	2%	-0.1%	-0.1%
CCC(C)NC(=O)c1cc(OC)c(OC)c(OC)c1 (centres undefined)	-7%	1.0	953	-2	8	0%	i	8	i	6.2	3%	-1.2%	0.3%
